# From PubChem BioAssay
# CDK5 p35 inh: CDK5/p35 (human) kinase inhibition | Q00535+Q15078 | inhibition, % at 10 µM | AID 488839 | Recombinant CDK5/p35, ADP-Glo luminescence, 60 min | hit rate 0.01% among 330,000;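 active means highest replicate inhibition of at least 50% and at least 75% of replicates reaching 50%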;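 further: plate controls were DMSO neutral control for no effect and GW8510 at 10 µM for full effect; many of its hits are not listed in these tables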
# RTF Ca sens act: cardiac RTF calcium sensitization. P19429+P45379. IANBD-labeled TnC RTF fluorescence at EC20 calcium; 0% EC20 calcium, 100% full calcium. activation, % at 7.2 µM. hit rate 0.24% among 340,000. AID 493008;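 active means activation above the mean over all tested compounds plus 3 SD, cut at about 30% in these data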;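 further: rise in fluorescence read as greater calcium sensitivity of cardiac thin filaments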
# HTR5A ag ctr: HTR5A agonism, opioid heterodimer counter-screen. P47898. HTR5A agonist assay, luminescence, cell-based. activation, % at 9.3 µM. hit rate 0.61% among 340,000. AID 504692; in the data active means activation mostly above about 9.5%, no sharp cut-off; inactive means mostly below about 7.6%;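 further: 0% = cells with vehicle only and 100% = reference agonist; strong numbers were not always called active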
# dFosB act: enhances mouse delta FosB homodimer DNA binding; P13346; purified delta FosB, TAMRA-CDK5 oligo fluorescence polarization; percent of positive-control signal above neutral wells; activation, % at 25 µM; hit rate 0.99% among 340,000; AID 493131;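 active means mean activation above about 17%, with every replicate also reaching it, limit read from the data, passing the limit was not always enough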;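 further: fluorescence polarization rise as delta FosB binds a TAMRA Cdk5 AP-1 oligo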
# Target sequence (P13346 whole entry, looked up): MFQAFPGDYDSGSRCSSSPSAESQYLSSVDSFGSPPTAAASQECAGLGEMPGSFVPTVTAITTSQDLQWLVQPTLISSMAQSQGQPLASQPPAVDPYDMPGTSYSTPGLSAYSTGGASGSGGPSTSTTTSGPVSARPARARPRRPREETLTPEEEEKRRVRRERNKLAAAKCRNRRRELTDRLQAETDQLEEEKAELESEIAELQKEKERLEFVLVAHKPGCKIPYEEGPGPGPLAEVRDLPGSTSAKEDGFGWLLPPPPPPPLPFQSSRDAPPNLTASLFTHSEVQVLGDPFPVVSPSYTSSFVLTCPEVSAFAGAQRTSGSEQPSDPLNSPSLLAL
# SR-BI DiI-HDL act: activators of SR-BI mediated HDL lipid uptake; CHO ldlA[mSR-BI] cells, DiI-HDL uptake fluorescence, 3 h; 100 = double the neutral-control signal; activation, % at 12.5 µM; hit rate 0.096% among 320,000;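 active means mean replicate activation of at least 60% and every replicate at or above 60%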;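 further: 0% = median plate neutral-control signal and 100% = twice that signal; values of inactives mirror those of a sister screen read the other way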
#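 Material – SR-BI-overexpressing, LDLR-lacking CHO cells · Medium – BSA-supplemented, HEPES-buffered Ham's F12, pH 7.4 · Doses – single concentration · Times – compound with DiI-HDL co-incubation, 3 h at 37 °C · Measured by – bottom-read fluorescence, 550/595 nm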
# Rtt109 HAT inh: inhibitors of Candida albicans Rtt109/Vps75 histone acetyltransferase; Q5AAJ8; purified Rtt109/Vps75, ThioGlo CoA-SH fluorescence, 4 h; inhibition, % at 34.9 µM; hit rate 0.16% among 330,000; AID 540336;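 active means inhibition of at least 50% in every replicate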
# Target sequence (Q5AAJ8 whole entry, looked up): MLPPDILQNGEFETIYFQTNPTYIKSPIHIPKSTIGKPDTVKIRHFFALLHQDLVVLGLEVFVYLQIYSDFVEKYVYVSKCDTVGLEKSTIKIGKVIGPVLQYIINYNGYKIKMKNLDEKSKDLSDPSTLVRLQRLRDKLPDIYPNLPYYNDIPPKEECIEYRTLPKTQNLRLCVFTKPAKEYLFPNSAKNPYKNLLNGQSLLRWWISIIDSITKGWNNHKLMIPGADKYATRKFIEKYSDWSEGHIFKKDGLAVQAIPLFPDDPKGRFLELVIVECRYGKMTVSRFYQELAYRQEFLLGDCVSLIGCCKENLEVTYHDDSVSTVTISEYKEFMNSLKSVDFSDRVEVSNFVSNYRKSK
# SR-BI HDL uptake: blocks mouse SR-BI lipid uptake from DiI-HDL; hit rate 0.96% among 320,000; Q61009; ldlA[mSR-BI] CHO cells, DiI-HDL uptake fluorescence, 3 h; inhibition, % at 12.5 µM; AID 488896;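 active means mean replicate inhibition of at least 70% and a set share of replicates each scoring 70 or more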;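 further: 0% = median of neutral control wells and 100% = median of positive control wells; values of inactives mirror those of a sister screen read the other way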
# MITF act: increases MITF-driven TRPM1 promoter luciferase signal; hit rate 0.75% among 300,000; activation, % at 12.5 µM; SK-MEL-5 TRPM1-promoter luciferase, 24 h; % of positive control, neutral wells = 0;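 active means mean activation of at least 80% with every replicate also reaching 80%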;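 further: 0% = neutral control wells and 100% = parthenolide positive control wells; values of inactives mirror those of a sister screen read the other way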
# Wnt act: activators of Wnt/beta-catenin signaling. hit rate 1.2% among 300,000. AID 743398. activation, % at 9.35 µM. Wnt/beta-catenin reporter cell assay, activator, plate reader; in the data active means activation above about 30%, passing the limit was not always enough;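 further: 0% = neutral control wells and 100% = positive control wells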
# PvdQ acylase: P. aeruginosa PvdQ acylase inhibition; inhibition, % at 10 µM; AID 488965; hit rate 0.063% among 340,000; purified PvdQ acylase, fluorescence plate reader; in the data active means inhibition above about 30%, passing the limit was not always enough;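 further: 0% = vehicle neutral wells and 100% = reference inhibitor wells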
# * marks the source's active call; other numbers are inactive results; · = no result given.
# Values in the order: MITF act	Rtt109 HAT inh	dFosB act	RTF Ca sens act	PvdQ acylase	Wnt act	SR-BI DiI-HDL act	HTR5A ag ctr	CDK5 p35 inh	SR-BI HDL uptake
O=C1CC(c2ccccc2)C(C(=O)Nc2ccccc2F)N1 (configuration not stated)
 : 0.4	-3.8	3.0	-1.6	-15.1	1.1	14.0	-2.8	1.7	-14.0
CN(c1ccccc1)S(=O)(=O)c1cccc(C(=O)OCC(=O)Nc2ccc3[nH]c(=O)[nH]c3c2)c1
 : 8.2	3.8	-4.5	-1.3	-3.0	0.0	-0.8	2.5	0.0	0.8
COc1ccc(C(=O)Nc2cc(OC)ccc2OC)cc1
 : -10.3	-10.0	-2.5	2.9	-0.7	·	-41.3	-8.7	0.7	41.3
COc1ccc(CNC(=O)CCN2C(=O)c3ccccc3C2=O)cc1
 : 21.2	-5.6	-10.1	-3.8	7.1	2.6	12.9	-1.0	1.3	-12.9
O=C(NC1CCS(=O)(=O)C1)Oc1ccccc1 (configuration not stated)
 : -5.0	1.7	4.2	0.7	-2.2	0.8	10.0	5.6	1.4	-10.0
C[C@@H]1NS(=O)(=O)[C@H]2C[C@@H]3C=C[C@]2(O3)[C@H]1OC(=O)Nc1ccc(C(F)(F)F)cc1[N+](=O)[O-]
 : 0.1	2.6	-4.0	1.5	-6.1	-2.0	-26.0	-1.5	-1.0	26.0
COc1ccc(-n2nnnc2SCC(=O)NC2CCS(=O)(=O)C2)cc1 (configuration not stated)
 : -0.4	6.7	3.7	-0.2	6.6	-2.4	15.0	-0.6	-1.4	-15.0
CCOC(=O)Cc1csc(NC(=O)CN2CCOCC2)n1
 : ·	-5.7	5.0	2.8	8.6	-1.1	2.9	9.4	1.1	-2.9
CCN(CC(=O)Nc1ccc2c(c1)OCCO2)C(=O)COc1cc(C)ccc1Cl
 : -9.3	0.0	-5.7	1.8	-2.5	2.8	0.2	0.5	1.1	-0.2
CN(C)c1ccc(C2NCCS2)cc1 (configuration not stated)
 : 15.8	-14.4	9.1	3.3	-16.1	·	7.8	3.1	-4.6	-7.8
COc1cc(Cl)c(C)cc1NC(=O)CSc1nnc(CCC(=O)O)c(=O)[nH]1
 : -4.8	6.2	5.3	-3.4	-4.6	-7.1	12.1	3.5	0.5	-12.1
Cc1ccc(C(=O)C=CNNC(=O)c2ccccc2)cc1
 : 26.2	-0.6	-6.9	-4.6	-2.2	11.5	-43.7	-0.5	0.7	43.7
COc1ccc(C2C(C(=O)NCc3ccco3)c3ccccc3C(=O)N2C)cc1 (configuration not stated)
 : 2.3	4.0	-2.3	3.1	-0.1	-1.8	2.2	-3.2	0.7	-2.2
Cc1ccc(Cl)cc1N1CCN(Cc2nc3c(c(=O)[nH]c(=O)n3C)n2Cc2ccccc2F)CC1
 : -4.4	0.8	-1.3	-4.8	-17.6	-1.2	-0.6	-0.7	-0.1	0.6
O=C(Nc1ccc2c(c1)OCCO2)C1CCCN(S(=O)(=O)Cc2ccccc2)C1 (configuration not stated)
 : 6.7	0.6	-4.8	2.7	-5.9	·	10.8	1.8	0.1	-10.8
CCCC(=O)N1CC(=O)Nc2ccc(C)cc2C1c1ccc(F)cc1 (configuration not stated)
 : 9.0	0.5	-3.3	-5.6	-13.8	-2.6	34.2	5.4	-1.1	-34.2
Cc1cc(C(=O)Nc2ccc(N3CCOCC3)c(Cl)c2)c(C)o1
 : ·	-8.6	-5.1	4.4	-6.0	14.5	2.9	2.6	-0.5	-2.9
CCOc1ccccc1-n1c(SCC(=O)NC(C)CC)nnc1-c1ccoc1C (configuration not stated)
 : -2.9	0.9	-8.6	5.5	-7.0	-4.9	14.4	0.6	0.6	-14.4
CCOC(=O)N1CCN(C(=O)CN(C)S(=O)(=O)c2ccc(OCC)cc2)CC1
 : -3.0	-6.2	-7.1	-3.2	9.8	2.7	8.5	0.1	-0.3	-8.5
C/C(=N/NC(=O)CNS(=O)(=O)c1ccc(C)cc1)c1cccc([N+](=O)[O-])c1
 : 47.5	-2.9	-5.1	4.8	-8.7	1.4	-5.2	2.1	-0.4	5.2
COc1ccc(C2=CC(=O)C[C@H](c3ccc4c(c3)OCO4)C2)cc1
 : 5.7	2.6	-7.1	1.6	-5.7	·	-15.2	0.7	0.9	15.2
CCc1cc(=O)oc2cc(C)cc(OC(C)C(=O)NCCCN3CCOCC3)c12 (configuration not stated)
 : 5.3	10.3	-5.8	-1.8	4.4	-1.0	3.2	-1.4	-1.3	-3.2
CC(C)(C)NC(=O)C(OC(=O)c1ccco1)c1ccccc1F (configuration not stated)
 : 4.3	4.2	1.7	-8.6	6.3	5.1	6.7	3.8	0.8	-6.7
Cc1nnc(-c2ccco2)c2cn(-c3cccc(Br)c3)nc12
 : 6.4	0.9	-47.8	3.3	-1.4	-5.2	-13.6	1.0	1.4	13.6
CC(=O)Nc1ccc(S(=O)(=O)NCCC(=O)N2CCCCC2)cc1
 : -1.8	-11.5	-4.8	-4.6	-3.0	2.2	-0.2	4.4	-0.9	0.2
Fc1ccc(-n2c(-c3ccc4ccccc4n3)n[nH]c2=S)cc1Cl
 : -1.2	6.8	-9.1	-1.6	-8.2	-1.2	-13.2	4.7	-1.0	13.2
COC(=O)c1ccc(C2/C(=C(/O)c3ccc(OC)cc3)C(=O)C(=O)N2c2cc(C)on2)cc1 (configuration not stated)
 : 4.3	5.5	-1.5	2.2	-10.5	2.6	10.2	1.1	-0.1	-10.2
CC(=O)Nc1ccc(S[C@@H](CCN2CC[C@H](C(C)(C)C)CCC2=O)c2ccccc2)cc1
 : -12.5	19.2	-11.7	-4.5	-6.7	-1.0	·	4.8	2.3	·
O=C(COC(=O)c1ccc([N+](=O)[O-])s1)Nc1ccc(F)cc1
 : -9.3	9.6	-2.7	-5.2	4.2	3.7	14.6	3.4	-1.2	-14.6
O=C(O)CC(NNC(=O)c1ccccc1)C(=O)Nc1cccc([N+](=O)[O-])c1 (configuration not stated)
 : 3.9	-2.8	-0.3	7.2	-7.7	5.2	25.0	-3.5	-9.5	-25.0
CC1=C(C(=O)OCCCCCl)C(c2cc3c(cc2Br)OCO3)NC(=O)N1 (configuration not stated)
 : ·	-5.4	-8.6	18.1	-5.1	-0.8	4.0	5.0	-0.1	-4.0
O=C(COC(=O)C1CC1)Nc1ccc(N=Nc2ccccc2)cc1
 : 67.0	5.6	-3.2	10.4	8.3	·	0.7	2.2	1.5	-0.7
COc1ccccc1NC(=O)CSc1nc2n[nH]c(C)c2c(=N)n1-c1ccccc1Cl
 : 0.1	2.2	53.1*	-4.5	-12.6	·	12.9	0.4	-1.0	-12.9
COc1cccc(NC(=O)CN(C)C(=O)c2cc(-c3ccccc3)nc3ccccc23)c1
 : 7.4	·	2.7	-7.3	11.1	1.7	-5.9	-1.0	0.0	5.9
COc1ccccc1CN1CCCC(N2CCN(c3ccc(F)cc3)CC2)C1 (configuration not stated)
 : ·	3.3	5.7	0.4	-5.4	-2.4	6.6	-0.6	0.0	-6.6
CC(=O)Nc1ccc(S(=O)(=O)NC(C)C(=O)NCC(c2ccco2)N(C)C)cc1 (configuration not stated)
 : 3.8	-10.5	1.1	1.1	-1.5	2.0	12.5	5.4	0.6	-12.5
Cc1ccccc1OCC(=O)NNC(=O)CCN1C(=O)c2ccccc2C1=O
 : 7.3	-25.4	-3.8	-3.2	-12.4	0.1	2.5	0.3	0.1	-2.5
CCOC(=O)c1ccc(NC(=O)c2c(N)n(C)c(=O)n(C)c2=O)cc1
 : 32.7	-0.7	-1.4	-4.3	-11.3	9.8	-3.6	2.7	-1.1	3.6
O=C(Nc1ccc(NC(=O)c2ccc([N+](=O)[O-])o2)cc1Cl)c1ccco1
 : -24.5	-11.4	-4.2	9.1	-8.2	-1.9	-1.0	-4.2	1.6	1.0
COc1c(C)cc(C(=O)C2CCCN(C(=O)c3cccc(F)c3)C2)cc1C (configuration not stated)
 : 0.7	1.2	-7.3	5.0	-10.2	-2.0	12.7	-5.4	1.1	-12.7
O=C(c1ccco1)N1CCN(c2ccc([N+](=O)[O-])cn2)CC1
 : 6.6	0.6	-3.5	3.6	-13.2	-0.9	-2.9	0.3	0.6	2.9
CCNC(=O)c1cccc(NC(=O)CN2C(=O)NC3(CCCCC3)C2=O)c1
 : 4.6	-9.6	-0.9	2.3	-4.9	-0.8	-11.7	-0.3	0.7	11.7
O=C(c1ccc2c(=O)n3c(nc2c1)CCCCC3)N1CCc2ccccc21
 : -0.9	7.9	-4.7	9.6	-10.5	3.7	13.7	0.6	1.5	-13.7
Cc1ccc(-n2c(SCC(=O)Nc3cc(C)on3)nc3c([nH]c4ccccc43)c2=O)cc1
 : ·	2.5	25.6*	-3.6	-8.9	-3.2	-20.1	2.0	0.0	20.1
